697 NFkB inh: lowers PMA/ionomycin-induced NF-kB signal in 697 B cells. 697 B-cell NF-kB luciferase reporter, 16 h. inhibition, % at 4 µM. 330,000 compounds, 0.33% hits. AID 435022; in the data active means inhibition above about 35%
UBC13 inh: human UBC13 polyubiquitination inhibition | UBC13 polyubiquitin chain formation, TR-FRET | inhibition, % at 20 µM | 330,000 compounds, 0.47% hits | AID 485273 | P61088; in the data active means inhibition above about 45%, passing the limit was not always enough
Target sequence (P61088 whole entry, looked up): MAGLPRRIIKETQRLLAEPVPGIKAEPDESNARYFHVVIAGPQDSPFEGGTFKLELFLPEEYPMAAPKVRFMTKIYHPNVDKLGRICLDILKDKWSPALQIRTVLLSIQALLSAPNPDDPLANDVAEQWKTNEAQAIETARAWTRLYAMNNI
SENP8 block: blocks the human protease SENP8; Q96LD8; purified SENP8, Z-RLRGG-aminoluciferin cleavage, luminescence; inhibition, % at 10 µM; 330,000 compounds, 1.2% hits
Target sequence (Q96LD8 whole entry, looked up): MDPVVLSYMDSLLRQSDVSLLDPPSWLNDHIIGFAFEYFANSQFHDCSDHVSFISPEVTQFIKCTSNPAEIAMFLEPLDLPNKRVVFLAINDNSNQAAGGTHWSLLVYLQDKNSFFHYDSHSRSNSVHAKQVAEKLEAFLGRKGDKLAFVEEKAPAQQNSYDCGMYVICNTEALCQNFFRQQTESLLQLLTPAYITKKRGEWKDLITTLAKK
Jurkat NFkB inh: inhibitors of the PMA/ionomycin-induced NF-kB reporter in Jurkat cells. PMA/ionomycin-induced NF-kB luciferase reporter, luminescence. inhibition, % at 4 µM. 330,000 compounds, 0.53% hits. AID 435003
Gli-Sufu block: blocks Gli-Sufu signaling in a luciferase reporter; 340,000 compounds, 0.74% hits; inhibition, % at 5 µM; Sufu-KO-LIGHT fibroblasts, Gli luciferase reporter luminescence;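 active means inhibition above about 55%, limit read from the data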;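 further: 0% = DMSO-treated cells and 100% = wells with medium but no cells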
EBI2 antag: antagonists of human EBI2 receptor; P32249; EBI2 beta-arrestin recruitment, luminescence, 7a,25-OHC stimulated; inhibition, % at 5 µM; 360,000 compounds, 0.81% hits; in the data active means inhibition above about 38%;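 further: enzyme fragment complementation signal reports receptor beta-arrestin coupling in cells; 0% = agonist plus DMSO wells and 100% = wells without agonist; some results beyond the cut were filed as inactive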
Target sequence (P32249 whole entry, looked up, the tested form may be a part): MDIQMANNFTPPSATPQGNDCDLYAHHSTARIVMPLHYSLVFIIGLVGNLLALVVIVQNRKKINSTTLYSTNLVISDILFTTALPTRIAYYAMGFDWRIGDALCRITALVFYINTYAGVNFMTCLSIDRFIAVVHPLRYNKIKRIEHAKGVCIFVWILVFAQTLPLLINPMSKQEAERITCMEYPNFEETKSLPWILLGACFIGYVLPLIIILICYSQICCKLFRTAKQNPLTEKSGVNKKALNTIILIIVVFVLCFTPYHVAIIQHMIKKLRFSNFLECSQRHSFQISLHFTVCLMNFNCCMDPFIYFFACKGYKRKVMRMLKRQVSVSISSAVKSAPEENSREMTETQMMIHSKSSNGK
Apaf-1 inh: inhibitors of human Apaf-1 apoptosome; inhibition, % at 20 µM; 330,000 compounds, 0.71% hits; reconstituted apoptosome caspase-3 activity, DEVD-Rh110 fluorescence; active means inhibition of at least 40% at 20 µM;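 further: plate controls were DMSO wells for no effect and DEVD-CHO caspase inhibitor wells for full effect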
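System – cell-free apoptosome with Apaf-1, procaspase-3 and caspase-9 · Buffer or medium – pH 7.5 Hepes buffer with CHAPS, BSA, DTT · Also added – cytochrome c with DEVD-Rh110 · Times – 30 min compound preincubation, 50 min activation, room temperature · Technique – Rh110 fluorescence intensity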
CCR6 antag: antagonists of human CCR6 receptor | P51684 | CHO-K1 CCR6 PathHunter beta-arrestin, luminescence, CCL20-stimulated | inhibition, % at 20 µM | 340,000 compounds, 0.49% hits | AID 493098;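 active means compounds whose inhibition of the agonist-driven luminescence signal at 20 µM reaches about 50%, limit read from the data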;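 further: cells stimulated with CCL20 at 14 nM final; plate controls were DMSO with CCL20 for no effect and DMSO without agonist for full effect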
* = called active by the depositor; i = inactive; . = no result given. Unless noted, no stated cut-off is given here; in the data, active means inhibition above about 50%; inactive means the rest. The list is partial; the hit share may differ from the screen's.

SMILES	697 NFkB inh	UBC13 inh	SENP8 block	Jurkat NFkB inh	Gli-Sufu block	EBI2 antag	Apaf-1 inh	CCR6 antag
O=C1c2ccccc2C(Nc2ccc(S(=O)(=O)N3CCOCC3)cc2)N1c1cccnc1 (stereo unspecified)	10	0	0	-15	-3	-8	-4	-7
CC(=O)/C(N=Nc1ccc2c(c1)OCCO2)=C(\C)O	-31	-4	75*	-4	6	-9	13	4
Cc1cc(Sc2nc(N(C)C)nc(N(C)C)n2)nc(Cl)n1	2	5	8	8	4	-2	-2	0
O=C(COc1ccc(Br)cc1)Nc1ccc(NC(=O)c2ccccc2)cc1	-10	-4	-4	-17	-34	1	-8	17
CSc1cccc(NC(=O)CN(Cc2ccc(Cl)cc2)S(C)(=O)=O)c1	-5	13	-4	0	1	21	-2	-6
CCN1CCN(c2nc3ccccc3n3cnnc23)CC1	19	-10	-1	-1	-6	-5	-9	-3
O=C(c1ccco1)N1CCN(C(=O)c2ccccc2OCc2ccccc2)CC1	15	16	6	8	-11	1	-2	0
Cc1ccc(C)c(NC(=O)C2CC(Cl)=CCC2C(=O)O)c1 (stereo unspecified)	-8	-14	-8	0	25	-17	6	6
CN(CC(=O)Nc1ccc(Cl)c(C(F)(F)F)c1)C(=O)Cc1cccs1	-21	-2	-5	-5	6	5	3	-8
COc1ccc(C2NC(=S)NC3=C2CCc2ccccc23)cc1OC (stereo unspecified)	-1	-3	2	7	1	1	7	-8
CCOC(=O)CC1C(=O)NCCN1S(=O)(=O)c1cc(Cl)c(Cl)cc1Cl (stereo unspecified)	-22	4	-2	9	3	-15	6	-4
O=C(O)CCC(=O)Nc1nc2ccc([N+](=O)[O-])cc2s1	-25	-5	-9	11	-3	3	1	17
CCCOc1ccc(N2CC(C(=O)Nc3ccccc3F)CC2=O)cc1 (stereo unspecified)	8	2	7	14	17	9	4	1
N#C/C(=C/c1ccc(N2CCCCC2)o1)c1cccc(F)c1	-10	-147	27	-6	-18	12	7	35
CCNC(=S)NNC(=O)c1ccc(=O)n(Cc2ccccc2)c1	18	5	-14	-6	2	4	0	13
COc1ccccc1CNC(=O)Cc1csc(NC(=O)Nc2ccccc2OC)n1	16	1	-3	14	3	5	23	15
O=C(CN1C(=O)c2ccccc2C1=O)NCC1COc2ccccc2O1 (stereo unspecified)	16	5	1	0	-16	-2	-9	2
O=C(Nc1nccs1)c1cc(S(=O)(=O)N2CCOCC2)c(Cl)cc1Cl	8	5	-2	9	7	2	-15	-6
CCOc1ccccc1-n1c(SCC(=O)NCc2ccco2)nnc1-c1ccncc1	21	10	2	6	0	-11	-3	-8
c1ccc(CNc2nc(NCc3ccccc3)c3ccccc3n2)cc1	-36	75*	-22	38	29	-12	66*	-3
CCc1noc(C)c1C(=O)NNC(=O)c1nn(C)c(=O)c2ccccc12	17	-13	-11	-6	-6	-14	1	13
O=C(c1cc(-c2ccc(Cl)cc2Cl)on1)N1CCN(C(=O)c2ccco2)CC1	11	0	-4	6	-8	0	8	-11
CCn1c(SCC(=O)Nc2ccc(NC(C)=O)cc2)nnc1C1CC1	5	7	5	-18	-4	-3	-4	3
Cc1ccc(NCc2nnc(SCC(=O)Nc3ncc(C)s3)n2Cc2ccco2)c(C)c1	-1	3	-4	-5	-3	3	6	18
C(=Nc1cccc2c(N=Cc3ccco3)cccc12)c1ccco1	-2	-87	72*	17	5	-4	92*	1
CCn1c(-c2ccc(C(C)(C)C)cc2)n[nH]c1=S	-34	-8	-6	6	-2	12	-5	17
O=C(COC(=O)C1CCN(S(=O)(=O)c2ccccc2)CC1)NCCc1ccccc1	17	7	8	2	-2	1	2	13
CC(NC(=O)C12CC3(C)CC(C)(CC(C)(C3)C1)C2)C(=O)O (stereo unspecified)	8	-3	-2	0	1	-5	4	3
COc1ccc(N2C(=O)N3[C@H](c4ccc(Cl)cc4)[C@@H]4C(=O)N(C5CCCCC5)C(=O)[C@@H]4[C@]3(C)C2=O)cc1	-2	7	-11	1	-7	4	25	-4
O=C(Nc1ccc(F)cc1Cl)c1ccc2c(=O)n3c(nc2c1)CCCCC3	-5	3	-13	-63	-47	-12	2	-15

Quoted at random: 3 entries already listed, in no set order.
SMILES	697 NFkB inh	UBC13 inh	SENP8 block	Jurkat NFkB inh	Gli-Sufu block	EBI2 antag	Apaf-1 inh	CCR6 antag
O=C1c2ccccc2C(Nc2ccc(S(=O)(=O)N3CCOCC3)cc2)N1c1cccnc1 (stereo unspecified)	10	0	0	-15	-3	-8	-4	-7
CCNC(=S)NNC(=O)c1ccc(=O)n(Cc2ccccc2)c1	18	5	-14	-6	2	4	0	13
O=C(COc1ccc(Br)cc1)Nc1ccc(NC(=O)c2ccccc2)cc1	-10	-4	-4	-17	-34	1	-8	17

Continuation:
SMILES	697 NFkB inh	UBC13 inh	SENP8 block	Jurkat NFkB inh	Gli-Sufu block	EBI2 antag	Apaf-1 inh	CCR6 antag
COc1ccc(CNC(=O)c2ccc(Cn3cc(Cl)cn3)o2)cc1	-25	4	-4	-8	-23	-10	-3	5
NC(=O)c1cc(S(=O)(=O)N2CCN(c3cccc(Cl)c3)CC2)cs1	-9	-11	-13	-8	2	1	6	-4
O=C(Nc1ccc(OC(F)(F)F)cc1)c1cccc(-n2cnnn2)c1	0	1	5	-9	32	-6	11	10
COc1cc(/C=N/NC(=O)c2cc(-c3cccc(OC(C)C)c3)nc3ccccc23)ccc1O	i	-10	-6	-12	-22	-10	-5	17
CNc1ccccc1C(C)(C)c1cc(-c2ccco2)n[nH]1	15	-2	5	1	-1	-7	7	16
COc1ccc(S(=O)(=O)N2CCC(C(=O)N3CCOCC3)CC2)cc1	11	-1	-14	0	16	4	1	2
COc1cc(C#N)ccc1OC(=O)C1CCN(C(=O)c2ccc(F)cc2)CC1	19	1	11	11	-15	1	0	4
CCNc1nc(SC(C(C)=O)C(C)=O)nc(N(C)C)n1	18	1	4	16	-1	-6	-5	-1
Cc1cc(C)nc(NC(=O)CSc2nnnn2-c2ccccc2)n1	22	9	3	15	-6	-8	0	23
CSc1ccccc1OCc1cc(C(=O)N2CCC[C@H]2C(N)=O)no1	7	10	-10	6	3	1	-7	5
CSC(=NNC(=O)c1ccc(O)cc1)SC	17	-1	-6	-16	0	-3	-8	16
CNc1ccccc1C(=O)OCC(=O)N(CCOC)c1c(N)n(CC(C)C)c(=O)[nH]c1=O	11	12	21	1	-5	-9	-1	7
CCCCCC(=O)Nc1ccc2ccccc2c1	-60	2	-24	-47	-29	11	7	15
Cc1cc(N)n(-c2ccc([N+](=O)[O-])cc2)n1	-5	4	-1	5	-2	0	-20	-2
C=CCN(CC(=O)NCC1CCCO1)C(=O)CCC(=O)Nc1cc(C)on1 (stereo unspecified)	-10	-5	-5	-10	19	-4	6	-8
NC(=O)CCN1CCN(Cc2cn[nH]c2-c2cccc3ccccc23)CC1	3	-2	-7	-5	0	-4	-2	5
COc1cccc(CCc2nnc(CCC(=O)NC(C)c3c(C)nn(C)c3C)o2)c1 (stereo unspecified)	13	6	1	11	3	-1	2	8
Cc1cccc(S(=O)(=O)NNC(=O)Cc2cccn2C)c1	7	5	-12	3	2	-18	4	-8
O=C(C[n+]1ccc(C(=O)N/N=C/c2ccc(O)cc2)cc1)c1ccccc1	8	-13	7	-4	-8	6	5	2
O=C(NNC(=O)c1ccc2ccccc2c1O)NC1CCCCC1	15	15	-7	15	14	-5	1	-7
CC1CCCC(C)N1C(=O)COC(=O)c1ccco1 (stereo unspecified)	6	-2	1	7	6	-1	-1	5
CC(C)(C)C1CCC(=O)C(C2(O)C(=O)Nc3ccccc32)C1 (stereo unspecified)	9	-1	-6	-11	5	3	-11	-7
C/C(=C\C(=O)c1ccccc1)Nc1ccc(Br)c(Cl)c1	10	20	-3	-14	-15	2	0	1
COCC(=O)N(CCc1ccc(OC)c(OC)c1)Cc1nc2ccccc2c(=O)[nH]1	0	5	0	-1	-26	-5	-6	2
CCC1(c2ccc(F)cc2)NC(=O)N(CC(=O)NCc2ccc(C)cc2)C1=O (stereo unspecified)	2	1	-12	-15	7	3	14	9
Cc1cc(NC(=O)c2ccoc2C)ccc1Br	-84	5	97*	-90	-53	0	-1	7
COc1cc(C2C3=C(CCCC3=O)Nc3[nH]n(-c4ccccc4)c(=O)c32)ccc1O (stereo unspecified)	-122	-11	7	-4	-11	-17	1	-14
C/C(CC(=O)Nc1ccc(N(C)C)cc1)=N\NC(=O)Cc1csc(N)n1	9	3	-5	-1	2	-6	2	-3
CN(C)c1ccc(CN(C(=O)c2ccccc2Br)C2CCS(=O)(=O)C2)cc1 (stereo unspecified)	-18	-2	-4	-10	6	-5	-9	19
CCOC(=O)[C@H]1[C@H]2COc3cc(OC)ccc3[C@@H]2N2C(=O)CN(CC3CCCO3)C(=O)[C@@]12C (stereo partly specified)	4	-5	-9	-9	1	-13	0	-2
CC(C)CCOc1ccc(C(=O)NCC(c2ccco2)N(C)C)cc1 (stereo unspecified)	-4	3	0	-3	5	-12	5	-17
O=C(Nc1ccccc1N1CCN(C(=O)c2ccccc2)CC1)c1cc2ccccc2o1	4	1	-2	0	15	16	18	16
COc1ccccc1NC(=O)COC(=O)c1ccccc1OCC(=O)Nc1ccc(SC(F)F)cc1	-10	-9	-5	10	29	43	3	3
C(=N\Nc1nc(Nc2ccccc2)nc(N2CCOCC2)n1)/c1c[nH]c2ccccc12	60*	-7	3	82*	36	.	15	-1
COCCN=C1N[C@@H](c2ccccc2)C(C(=O)OC)=C(C)N1Cc1ccccc1	1	7	4	9	14	2	2	12
Cn1c(=O)oc2cc(S(=O)(=O)N3CCC(C(=O)N4CCN(c5ccc(F)cc5)CC4)CC3)ccc21	6	-12	-6	-3	-7	-6	7	6
CCOC(=O)c1ccc(NC(=O)CSc2ncccn2)cc1	10	4	-2	-16	-7	-3	5	-5
CCOC(=O)C1CCCN(S(=O)(=O)c2ccc3c(c2)C(C)(C)C(=O)N3C)C1 (stereo unspecified)	12	3	2	3	-11	-6	-5	-5
CCc1ccc2c(COn3nnc4ccc(S(=O)(=O)N(C)C)cc43)cc(=O)oc2c1	14	-1	-3	9	-4	2	5	21
O=C(NC1CC1)C(=O)c1c[nH]c2ccccc12	10	-2	-3	-22	-1	9	7	-5
O=C(NCCS(=O)(=O)NCCc1ccccc1)c1ccccc1	-15	-1	-1	-15	-7	-2	4	-7
NC(=O)NNC(=S)Nc1cccc2ccccc12	14	-2	1	4	5	-4	-10	30
CCCN(CC(=O)Nc1ccccc1OC)C(=O)CCC(=O)c1ccc(F)cc1	-11	2	-9	8	-6	0	15	7
CN(C)c1ccc(/C=N/NC(=O)C(O)(c2ccccc2)c2ccccc2)o1	10	7	-2	-3	5	-1	6	-1
Cc1ccc(OCC(=O)NCCN2CCCC2)cc1	7	6	7	-3	-23	-8	3	5

Part of the list above in a different format:
Results follow in this order: 697 NFkB inh | UBC13 inh | SENP8 block | Jurkat NFkB inh | Gli-Sufu block | EBI2 antag | Apaf-1 inh | CCR6 antag
- O=C(NNC(=O)c1ccc2ccccc2c1O)NC1CCCCC1
→ 15 | 15 | -7 | 15 | 14 | -5 | 1 | -7
- CN(C)c1ccc(CN(C(=O)c2ccccc2Br)C2CCS(=O)(=O)C2)cc1 (stereo unspecified)
→ -18 | -2 | -4 | -10 | 6 | -5 | -9 | 19
- CCc1ccc2c(COn3nnc4ccc(S(=O)(=O)N(C)C)cc43)cc(=O)oc2c1
→ 14 | -1 | -3 | 9 | -4 | 2 | 5 | 21

Continuation:
SMILES	697 NFkB inh	UBC13 inh	SENP8 block	Jurkat NFkB inh	Gli-Sufu block	EBI2 antag	Apaf-1 inh	CCR6 antag
O=C(O)c1ccccc1/C=N/N1CCN(C2c3ccccc3-c3ccccc32)CC1	0	-1	0	-1	5	-2	10	9
CC(=O)N1c2ccccc2C(C)(C)C2CCC(C)CC21 (stereo unspecified)	22	1	-5	2	3	12	18	-2
COc1ccccc1P(=O)(c1ccccc1)c1ccc([N+](=O)[O-])cc1 (stereo unspecified)	13	2	6	2	11	4	-1	10
O=C(CN1CCN(S(=O)(=O)c2ccc(Br)cc2)CC1)N/N=C/c1cc([N+](=O)[O-])ccc1Cl	-1	0	-9	19	-2	9	9	-21
O=C(CSc1nnc2ccccn12)NCc1ccc2c(c1)OCO2	-8	3	5	10	2	2	-17	2

Source: PubChem BioAssay
